Bioassay records as filed in PubChem.
EP2 modulator: modulates human prostaglandin E2 receptor EP2 signaling; induction, % at 25 µM; EP2-expressing cells, cAMP HTRF FRET, PGE2 co-stimulation; hit rate 0.83% among 260,000; AID 940; P43116;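 active means compounds whose cAMP rise, as percent of the full-agonist control response, exceeds 60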;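 further: rat C6 glioma line stably carrying human EP2 under a CMV promoter; the protocol text gives 20 µM as final concentration; 100% = response of wells given 1 µM PGE2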
Target sequence (P43116 whole entry, looked up): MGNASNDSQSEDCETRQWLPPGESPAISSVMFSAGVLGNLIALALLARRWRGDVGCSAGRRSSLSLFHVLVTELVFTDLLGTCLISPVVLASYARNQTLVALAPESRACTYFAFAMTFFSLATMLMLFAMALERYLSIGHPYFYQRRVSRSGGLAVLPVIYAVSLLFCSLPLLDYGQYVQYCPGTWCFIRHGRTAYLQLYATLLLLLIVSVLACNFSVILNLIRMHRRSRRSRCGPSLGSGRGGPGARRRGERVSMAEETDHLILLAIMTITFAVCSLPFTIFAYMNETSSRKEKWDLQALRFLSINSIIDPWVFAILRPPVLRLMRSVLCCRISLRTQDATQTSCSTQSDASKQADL
* hit, by the source's call; & = joins results of further samples. Only part of the results is shown; the hit share may differ from the screen's.

SMILES	EP2 modulator
Cn1c(=S)c2[nH]c(SCCN3C(=O)c4ccccc4C3=O)nc2n(C)c1=O	21
COc1ccc2cc(C)c3nn(CCN4CCCCC4)c(=O)n3c2c1	-5
Cc1cc2c(s1)c1cnn(CCc3ccccc3)c(=O)c1n2C	-17
COc1c2ccccc2nc2occc12	9
COC(=O)c1c(NC(=O)C2CC2)sc(C(=O)Nc2ccc(C)cc2)c1C	-9
O=C(CSc1nc(-c2ccc(F)cc2)cc(C(F)(F)F)n1)NC1CCCC1	-127
CS(=O)(=O)c1cnc2ncnn2c1C1CCCN(C(=O)CCc2ccco2)C1 (stereo unspecified)	-7
CCOC(=O)c1cc(-c2cccs2)no1	2
COc1ccccc1[C@@H]1C[C@H](OC(=O)c2ccc(C)cc2)C(=O)N1C	-51
COc1ccc2[nH]c(=O)c(CN(Cc3ccco3)C(=O)Nc3ccccc3F)cc2c1	-29
C=CCOc1ccc(/C=C\c2nc(O)c([N+](=O)[O-])c(=O)[nH]2)cc1	12
COCCNC(=O)CN1N=C(c2ccc(OC)cc2)Cn2c(cc3ccccc32)C1=O	-13
O=C(O)CSc1nc2ccccc2c2c1CCCC2	88*
Cc1ccc(NC(=O)CC2Nc3cc(C)c(C)cc3NC2=O)c(C)c1 (stereo unspecified)	-60
Cc1n[nH]c(C)c1CNC(=O)C1CCN(Cc2ccccc2Cl)CC1	-33
COc1ccc(C(=O)N2CCN(C(=O)c3cccc(OC)c3OC)CC2)cc1	-13
CCc1ccc2c(c1)cc(C)c1nnc(SCC(=O)NNC(=O)c3ccc(OC)cc3)n12	-45
CCOc1ccccc1NC(=O)CSc1nc(-c2ccc(OC)c(OC)c2)cc(C(F)(F)F)n1	44
CC1CCCC(C)N1C(=O)CSc1nnc(-c2ccncc2)n1Cc1ccccc1 (stereo unspecified)	-72
CC1(C)CC(=O)C2=C(C1)OC1=C(C(=O)CC(C)(C)C1)C2c1ccccc1Cl	52

In another format: entries from further up
> COc1c2ccccc2nc2occc12
  EP2 modulator: 9

> CCc1ccc2c(c1)cc(C)c1nnc(SCC(=O)NNC(=O)c3ccc(OC)cc3)n12
  EP2 modulator: -45

Next records follow.
SMILES	EP2 modulator
Cc1ccnn1CCC(=O)N1CCN(Cc2ccccc2F)C[C@@H]1C(C)C	-11
COCCn1nnnc1CN(Cc1cccs1)Cc1cc2ccc(C)cc2[nH]c1=O	-80
COc1ccccc1-n1c(SCC(=O)Nc2ccc(C)c(C)c2)nnc1-c1cccnc1	6
O=C(O)/C=C/c1c2ccc(=O)c(O)c-2oc2c(O)c(O)ccc12	17
CCC(C)(C)n1nnnc1C(c1ccccc1Cl)N1CCN(C)CC1 (stereo unspecified)	-14
Cc1cccnc1C1(O)CCN(CC(=O)NCc2ccco2)CC1	-10
O=C1CC2(CCN(S(=O)(=O)c3ccccc3)CC2)Oc2ccccc21	6
O=C1NC(=S)N(c2ccccc2F)C(=O)/C1=C/c1cc(Br)c(N2CCOCC2)o1	-78
CCn1c(SCC(=O)Nc2cc(OC)cc(OC)c2)nnc1-c1ccco1	-30
Cc1ccc(CN(CCCn2ccnc2)Cc2cn[nH]c2-c2cccs2)o1	1
COc1ccc(Cl)cc1N1CC(O)=C(c2nc3ccccc3s2)C1=N	-125
COc1ccc2cc(CN(Cc3cccs3)S(=O)(=O)c3ccccc3F)c(=O)[nH]c2c1	-37
O=c1[nH]c2cc3c(cc2cc1CN(C(=S)Nc1ccccc1)C1CCCC1)OCCO3	-1
Cc1ccc2c(c1)[nH]c(=S)n2C	-35
Cc1cc(=O)n2[nH]c(CC(=O)NC3(c4ccc5c(c4)OCO5)CCCC3)nc2n1	9
NS(=O)(=O)c1cc(C(=O)O)c(O)c2ccccc12	14
O=C(O)CCCc1ccc2ccccc2c1	14
Cc1cccc2cc(C#N)c(SCC(=O)Nc3cc(C(F)(F)F)ccc3Cl)nc12	-51
COc1ccc(Cl)cc1N(CC(=O)NC(C)(C)C)C(=O)CNC(=O)c1cccs1	18
CCCn1c(NCc2cc(OC)c(OC)c(OC)c2)nc2ccccc21	3
Cc1cc(C(O)CN2CCN(c3nc4ccccc4o3)CC2)c(C)s1 (stereo unspecified)	-49
Cc1ccccc1NC(=O)COC(=O)C1CC(=O)N(c2ccc(OC(C)C)cc2)C1 (stereo unspecified)	-10
Cc1ccc(N(CC(=O)NC2CCCCC2)C(=O)c2ccc3c(c2)OCCO3)cc1	-36
c1ccc(CSc2nnc3c4c5c(sc4nc(C4CC4)n23)CCCC5)nc1	-11
CC(C)(C)C(=O)c1cn(CC(N)=O)c2ccccc12	-35
COc1ccc2c(c1)CCc1sc(NC(C)=O)nc1-2	-4
O=C(Cc1ccc(F)cc1)N1CCC[C@@H]1Cn1nc(-c2cccs2)ccc1=O	-24
COC(=O)CN1N=C(c2ccccc2)Cn2c(cc3sccc32)C1=O	38
Cc1sc2nc(C)n(C3CCN(CC(=O)N4CCCC4)CC3)c(=O)c2c1C	-61
COc1ccc(C(C)C)cc1S(=O)(=O)N1CCCCC1	4
Cc1nc(-c2ccccc2)c(CC(=O)NCC(C)n2cncn2)s1 (stereo unspecified)	-55
Cc1nc(-c2ccccc2)[nH]c(=O)c1CC(=O)OC(C)C	0
CNC(=S)N(CCCN1CCOCC1)Cc1cc2cc(OC)ccc2[nH]c1=O	3
Cc1ccc(-c2nnn(C3CCN(C(=O)c4cccc5c4C(=O)N(C)C5)CC3)n2)cc1	-37
COC(=O)CCn1c(-c2cccnc2C)cc2cccnc21	19
COc1ccccc1CC(=O)N1CCC(C(=O)c2nc3ccccc3s2)CC1	-72
CN1CCN(c2nc3c(c(=O)n(C)c(=O)n3C)n2C)CC1	2&3
NC[C@H]1O[C@H](OC2[C@@H](N)C[C@@H](N)[C@H](O[C@H]3O[C@H](CO)[C@@H](O)[C@H](N)[C@H]3O)[C@H]2O)[C@H](N)[C@@H](O)[C@@H]1O (stereo partly specified)	5
Cc1cccc2cc(CN(Cc3ccco3)C(=O)Nc3ccc(F)cc3)c(=O)[nH]c12	-5
CCOc1ccc2nc(SCC(=O)Nc3ccc(OC)c(OC)c3)sc2c1	-83
COc1ccc(C(=O)N/N=C2\C(=O)c3c(C)cc(C)cc3CC2(C)C)cc1	-12
CCOCCCn1c(SCC(=O)NCc2ccccc2)nc2ccccc2c1=O	-7
CCc1cc(C(=O)c2cccs2)c(NC(=O)CN2CCOCC2)s1	34
CCOC(=O)c1cc2occc2n1CC(=O)Nc1ccccc1OC	47
COc1cccc(C2C3=C(CC(C)(C)CC3=O)NC3=C2C(=O)CC(C)(C)C3)c1OC	3
O=C(Cn1ncc2cccn2c1=O)Nc1ccccc1-c1ccccc1	-21
Cc1ccc(S(=O)(=O)c2ccc(Cl)cc2)cc1S(=O)(=O)NCc1cccnc1	-66
Cc1nn(CC(=O)NCc2cccnc2)c(=O)c2cc3ccsc3n12	-18
N#Cc1c(-c2ccc3c(c2)OCO3)cc(-c2ccc(F)cc2)nc1N	61*
Cc1nn(C(C)CC(=O)N2CCc3onc(-c4ccccc4F)c3C2)c(C)c1C (stereo unspecified)	-34
(continued)
SMILES	EP2 modulator
CN1CCC(N(C)S(=O)(=O)c2ccc(Cl)cc2)CC1	-119
COc1ccccc1NC(=O)NC1(C)CCS(=O)(=O)C1 (stereo unspecified)	-10
O=c1[nH]c2c(cc1CNCCO)c(-c1cccc(F)c1)nn2-c1ccccc1	-1
CCC(c1nnnn1Cc1ccco1)N(Cc1ccc(C)cc1)Cc1cc2ccc(OC)cc2[nH]c1=O (stereo unspecified)	28
NC(=O)c1ccc(NC(=O)COc2ccc(S(=O)(=O)N3CCCC3)cc2)cc1	-28
CC(C)NC(=O)CSc1nnc(-c2ccc(S(=O)(=O)NCc3cccs3)cc2)o1	3
COc1ccccc1C1Nc2ccccc2C(OC(C)=O)C1(C)C (stereo unspecified)	-19
Nc1nc(/C=C/c2ccncc2)nc(-c2ccccc2O)n1	-117
COc1cccc(C2NC(=O)NC3=C2C(=O)N(CCN2CCCC2)C3)c1 (stereo unspecified)	-38
COc1ccc(NC(=O)N(Cc2ccc3c(c2)OCO3)Cc2cc3c(C)cc(C)cc3[nH]c2=O)cc1	-2
Cc1cccc(C)c1NC(=O)CSc1nnc(-c2ccoc2C)n1CC1CCCO1 (stereo unspecified)	-3
Cc1ccccc1OCC(=O)Nc1ccc(Cl)cn1	-37
CC(Sc1nc(N)cc(N)n1)C(=O)Nc1cccc2ccccc12 (stereo unspecified)	-31
COc1cccc(OC)c1C(=O)Nc1ccc(N2CCCC2)cc1	-23
Cc1nn(CC(=O)NCCN(C(C)C)C(C)C)c(=O)c2cc3occc3n12	-7
CCCOC(=O)Cn1cnc2sc(C(=O)Nc3ccccc3)c(C)c2c1=O	-19
Cc1ccc(C(=O)N2N=C(C(C)C)CC2(O)C(F)(F)F)cc1 (stereo unspecified)	-10
Cc1cc(-c2cncnc2C2CCCN(C(=O)Cc3c(F)cccc3Cl)C2)on1 (stereo unspecified)	5
COc1ccc(-c2cc(C(F)(F)F)nc(SCC(=O)Nc3ccc(C)c(C)c3)n2)cc1OC	25
Fc1ccccc1CN(CCCn1ccnc1)Cc1cccc2ncccc12	-13
CCOc1cc(/C=C2\N=C(c3cccs3)OC2=O)cc(Br)c1OCC	22
CCN1C(=O)C(C(=O)NC(C)c2ccc(OC)cc2)C2CC1(C)Oc1ccccc12 (stereo unspecified)	-93
C/C(N[O-])=C(\C)[N+]([O-])=[Co].CC(=N\[O-])/C(C)=N/[O-].O[C@@H]1[CH-]CCCC1.c1ccncc1	-1
Cc1cc2c(o1)c1cnn(CC(=O)NCc3nc4ccccc4n3C)c(=O)c1n2C(C)C	6
CCOC(=O)Cn1cnc2sc(C)c(-c3ccc(F)cc3)c2c1=O	9
CCOC(=O)c1ccc(NC(=O)Cn2c(C)cc(COC)c(C#N)c2=O)cc1	-17
COc1ccc(CC(=O)NCCc2nc(-c3ccncc3)n[nH]2)cc1	19
O=C(O)c1cc(=O)[nH]c(=S)[nH]1	34
CC(Cc1ccc2c(c1)OCO2)CN(CCN1CCOCC1)Cc1cccnc1 (stereo unspecified)	-12
Cn1c(=O)c2c(nc(N3CCCCC3)n2CC(O)COc2ccccc2)n(C)c1=O (stereo unspecified)	16
COc1ccc(CN2CCc3c(nc(C)[nH]c3=O)C2)cc1CO	-40
COc1cc(OC)cc(C(=O)N2CCC(C(=O)NC(C)C)CC2)c1	-18
CC(C)(C)c1nnc(NC(=O)/C=C/c2ccc3c(c2)OCO3)s1	-6
Cc1ccc2cc(CN(C3CCCC3)C(c3nnnn3Cc3ccc(F)cc3)C(C)C)c(=O)[nH]c2c1 (stereo unspecified)	19
Cc1ccc(Cl)cc1NC(=O)COc1ccc(S(=O)(=O)N2CCCC2)cc1	3
CC(C)OCCCNC(=O)C1CCCN(S(=O)(=O)c2ccc(Cl)cc2)C1 (stereo unspecified)	-7
O=C(c1cc(Cl)ccc1NS(=O)(=O)c1cccc2nsnc12)N1CCCCC1	-29
COc1ccc(C2NC(=O)C(=O)/C2=C(\O)c2ccccc2)cc1OC (stereo unspecified)	15
CCCC(=O)Nc1cc2c(cc1C(=O)c1ccccc1Cl)OCCO2	32
O=C(c1cc(-c2ccc(Cl)cc2Cl)on1)N1CCCCCC1	-23
CC(C)NC(=O)c1ccccc1NS(=O)(=O)c1cccs1	-3
Cc1cccc2c1Oc1ccccc1[C@H]2NC(=O)c1ccc([N+](=O)[O-])cc1	10
CCc1ccc2[nH]c(=O)c(CN(Cc3nnnn3Cc3ccc(F)cc3)C3CCCCC3)cc2c1	33
CCn1ncc(C(=O)N2CCC3(CC2)NC(=O)c2ccccc2O3)c1C	-68
C/C(Cl)=C\CSc1nc2c(c(=O)[nH]c(=O)n2C)n1Cc1cccc(C)c1	86*
Cc1nn(CC(=O)N2CC(C)CC(C)C2)c(=O)c2cc3ccsc3n12 (stereo unspecified)	1
CCOC(=O)C1CCCN(S(=O)(=O)c2ccc(S(=O)(=O)NC3CCCC3)cc2)C1 (stereo unspecified)	-60
Cc1cccc(N2CCN(C(c3cc4cccc(C)c4[nH]c3=O)c3nnnn3C(C)(C)C)CC2)c1C (stereo unspecified)	15
COc1ccc(NC(=O)c2cc3sccc3n2Cc2ccccc2)cc1OC	11
COc1ccc(-c2cc(C(F)(F)F)nc(SCCC(=O)N3CCC(C)CC3)n2)cc1	-14
Next part:
SMILES	EP2 modulator
CCCC(C)C(=O)Nc1cc(C)on1 (stereo unspecified)	11
Cc1cc(C)nc(N2CCC(CNC(=O)Cc3c[nH]c4ccccc34)CC2)n1	-53
NC(=O)CSc1nnc2n(Cc3ccc(F)cc3)c3ccccc3n12	1
CC1CC(OC(=O)c2ccccc2O)CC(C)(C)C1 (stereo unspecified)	18
COc1ccc(NC(=O)COC(=O)C2CC(=O)N(c3ccc(C)c(C)c3)C2)cc1 (stereo unspecified)	-68
Cc1cc(C)c2cc(CN(Cc3cccs3)C(=O)NC3CCCCC3)c(=O)[nH]c2c1	34
O=c1cc(C(F)(F)F)nc2cc(-c3ccccc3)[nH]n12	11
COC(=O)c1sc(NC(=O)CSc2nnc(-c3cccnc3)n2Cc2ccco2)nc1C	14

Among those listed so far, 14 have a furan ring, fused or not.
SMILES	EP2 modulator
COc1c2ccccc2nc2occc12	9
CS(=O)(=O)c1cnc2ncnn2c1C1CCCN(C(=O)CCc2ccco2)C1 (stereo unspecified)	-7
COc1ccc2[nH]c(=O)c(CN(Cc3ccco3)C(=O)Nc3ccccc3F)cc2c1	-29
Cc1cccnc1C1(O)CCN(CC(=O)NCc2ccco2)CC1	-10
O=C1NC(=S)N(c2ccccc2F)C(=O)/C1=C/c1cc(Br)c(N2CCOCC2)o1	-78
CCn1c(SCC(=O)Nc2cc(OC)cc(OC)c2)nnc1-c1ccco1	-30
Cc1ccc(CN(CCCn2ccnc2)Cc2cn[nH]c2-c2cccs2)o1	1
Cc1cccc2cc(CN(Cc3ccco3)C(=O)Nc3ccc(F)cc3)c(=O)[nH]c12	-5
CCOC(=O)c1cc2occc2n1CC(=O)Nc1ccccc1OC	47
CCC(c1nnnn1Cc1ccco1)N(Cc1ccc(C)cc1)Cc1cc2ccc(OC)cc2[nH]c1=O (stereo unspecified)	28
Cc1cccc(C)c1NC(=O)CSc1nnc(-c2ccoc2C)n1CC1CCCO1 (stereo unspecified)	-3
Cc1nn(CC(=O)NCCN(C(C)C)C(C)C)c(=O)c2cc3occc3n12	-7
Cc1cc2c(o1)c1cnn(CC(=O)NCc3nc4ccccc4n3C)c(=O)c1n2C(C)C	6
COC(=O)c1sc(NC(=O)CSc2nnc(-c3cccnc3)n2Cc2ccco2)nc1C	14
